Screening data: PubChem BioAssay, National Center for Advancing Translational Sciences (NCATS)
KB-V1 cytotox = qHTS assay for MDR1-selective chemotherapeutics: Primary screen using the drug-selected MDR subline cells KB-V1 | KB-V1 MDR cells viability, CellTiter-Glo, 72 h | Potency, µM (highest dose often 46.1 µM), inactives show at the top dose activity change, negative = cytotoxicity, hits mostly cytotoxic | 400,000 tested, 3.4% active; note: potency is the fitted concentration of half-maximal effect; % is set by controls: 0 for no effect and ±100 for the full control effect; nearly all actives have a fitted effect of over 60% in size
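Potencies derive from concentration-effect curves fitted to normalized luminescence (CellTiter-Glo) of KB-V1 cells treated for 72 h at 37 degrees C in phenol-red-free DMEM containing 10% FBS.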
GLP1R inv ag = qHTS of GLP-1 Receptor Inverse Agonists (Inhibition Mode) | Glucagon-like peptide 1 receptor (Homo sapiens), P43220 | HEK293 GLP-1R CRE-luciferase, luminescence, 24 h; GLP-1R form is constitutively active | Potency, µM (doses to about 38.3 µM), inactives show at the top dose activity change, negative = inhibition, most hits filed as inhibitors | 410,000 tested, 1.6% active | AID 624417, 2012; note: potency is the fitted concentration of half-maximal effect; % is set by controls: 0 for no effect and ±100 for the full control effect; nearly all actives have a fitted effect of over 55% in size
Target sequence (P43220 whole entry, looked up): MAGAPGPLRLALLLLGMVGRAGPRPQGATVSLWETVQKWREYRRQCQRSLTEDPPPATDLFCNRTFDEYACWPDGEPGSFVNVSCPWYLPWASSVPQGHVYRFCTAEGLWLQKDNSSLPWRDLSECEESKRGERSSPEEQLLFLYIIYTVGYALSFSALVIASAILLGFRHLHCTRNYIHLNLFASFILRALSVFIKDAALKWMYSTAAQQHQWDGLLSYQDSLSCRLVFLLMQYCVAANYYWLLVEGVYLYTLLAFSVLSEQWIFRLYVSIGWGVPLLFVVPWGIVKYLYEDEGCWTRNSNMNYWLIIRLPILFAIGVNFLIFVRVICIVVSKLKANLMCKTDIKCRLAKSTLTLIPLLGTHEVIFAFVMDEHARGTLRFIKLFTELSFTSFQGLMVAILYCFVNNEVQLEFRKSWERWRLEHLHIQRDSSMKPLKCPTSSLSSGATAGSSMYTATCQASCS
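Stable HEK293 clone (constitutively active GLP-1R + cAMP-response luciferase); 200 cells/uL plated, 12 h pre-culture, compound 24 hr, 37 deg C/5% CO2; detection reagent 12 min RT; luminescence.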
PTHR1 ag = qHTS for PTHR1 Agonists: Primary Screen | HEK293 GP2 PTHR1 cells, GloSensor cAMP luminescence, 1 h | Potency, µM (doses to about 115 µM), for inactives: top-dose activation, most hits filed as activators | 410,000 tested, 0.075% active | AID 743266, 2014; note: potency is the fitted concentration of half-maximal effect; nearly all actives have a fitted effect of over 55% in size; some results filed as inactive show a strong effect at the top dose; inactives centre near -15; many of its hits are not listed in these tables
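HEK-293-derived GP2 cells expressing PTHR1 and a GloSensor cAMP reporter, 3,000/well, plated overnight, given luciferin plus IBMX (each 0.5 mM as added) for 1 h at 37 °C, then compound for 1 h at 37 °C. Luminescence was read after 15 min at room temperature.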
aSyn yeast inh = qHTS of alpha-syn Inhibitors. Yeast expressing alpha-synuclein, growth rescue, BacTiter-Glo, 24 h. Potency, µM (highest dose often 46.1 µM), for the others: at the top dose growth rescue (activation), actives largely listed as activators. 370,000 tested, 0.14% active. AID 652106, 2013; note: potency is the fitted concentration of half-maximal effect; % of control where 0% means no effect; nearly all actives have a fitted effect of over 65% in size
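Rescue of yeast growth: cells expressing toxic alpha-synuclein, induced in galactose at OD600 0.02, incubated with compound 24 h at 30 C. ATP luminescence quantified growth; inhibitors of toxicity appear as activators.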
DRD3 antagonist = qHTS of D3 Dopamine Receptor Antagonist: qHTS; D(3) dopamine receptor (Homo sapiens), P35462; D3R cells, DiscoveRx beta-arrestin luminescence, antagonist mode; hits give low values; max response, negative = inhibition, %; 360,000 tested, 2.5% active; AID 652054, 2013; in the data active = max response below about -50%; inconclusive = no clear call, values can overlap the other calls; note: % is set by controls: 0 for no effect and ±100 for the full control effect; mostly tested at two doses, the higher about 12 µM
Target sequence (P35462 whole entry, looked up): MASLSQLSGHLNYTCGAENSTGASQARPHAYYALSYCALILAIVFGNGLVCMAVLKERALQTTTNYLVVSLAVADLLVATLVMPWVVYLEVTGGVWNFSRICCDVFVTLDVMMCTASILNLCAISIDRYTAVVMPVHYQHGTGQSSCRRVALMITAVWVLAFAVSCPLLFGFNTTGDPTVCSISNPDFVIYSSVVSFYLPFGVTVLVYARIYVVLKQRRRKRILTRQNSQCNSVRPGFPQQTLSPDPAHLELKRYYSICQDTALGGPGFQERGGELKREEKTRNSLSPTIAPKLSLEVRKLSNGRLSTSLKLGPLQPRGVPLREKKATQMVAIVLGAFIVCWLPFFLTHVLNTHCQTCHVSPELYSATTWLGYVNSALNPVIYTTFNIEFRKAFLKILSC
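Cells plated overnight at 1500 cells/well, then exposed to library compounds with dopamine controls for 90 minutes at 37 degrees C. DiscoveRx reagent added for 30–60 minutes at room temperature; luminescence read, quantitative HTS format.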
GLP-1R agonist = qHTS of GLP-1 Receptor Agonists. Potency, µM (doses to about 45.6 µM), inactives show at the top dose activation, usual class: activators. 380,000 tested, 0.007% active. AID 624172, 2012. Glucagon-like peptide 1 receptor (Homo sapiens), P43220. HEK293 GLP-1R CRE-luciferase, luminescence, 4-6 h; cells express a hypersensitive GLP-1R form; note: potency is the fitted concentration of half-maximal effect; % of control where 0% means no effect
D3 ag = qHTS of D3 Dopamine Receptor Agonist: qHTS. D3R DiscoveRx beta-arrestin cells, luminescence, 90 min. max activation, %. 410,000 tested, 0.58% active. D(3) dopamine receptor (Homo sapiens), P35462. AID 652048, 2013; in the data active = max activation above about 30%; note: 0% is about no effect; mostly tested at two doses, the higher about 12 µM
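Agonist-mode cell screen: cells plated at 1500/well and incubated overnight at 37 °C, then exposed to library compounds for 90 min at 37 °C. Detection reagent was added for 30–60 min at room temperature, and luminescence was read.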
TDP-43 yeast inh = qHTS of TDP-43 Inhibitors; TDP-43 expressing yeast growth rescue, BacTiter-Glo, 24 h; Potency, µM (highest dose often 46.1 µM), without a hit: at the top dose growth rescue (activation), actives largely listed as activators; 410,000 tested, 1.8% active; AID 652104, 2013; note: potency is the fitted concentration of half-maximal effect; % of control where 0% means no effect; nearly all actives have a fitted effect of over 50% in size
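Yeast cells expressing TDP-43 under galactose induction are exposed to compounds for 24 hr at 30 deg C. BacTiter-Glo luminescence measures growth, so protective compounds score as activators.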
HEK293 tox = qHTS of GLP-1 Receptor Inverse Agonists: Cytotox Screen; HEK293 cAMP-luciferase reporter cells, luminescence, 24 h; Potency, µM (top dose mostly 38.3 µM), for inactives: at the highest dose activity change, negative = inhibition, usual class: inhibitors; 410,000 tested, 0.13% active;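 note: loss of luciferase light is scored as toxicity; potency is the fitted concentration of half-maximal effect; % is set by controls: 0 for no effect and ±100 for the full control effect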
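Cells in DMEM/10% Nu serum/1% pen-strep, 1536-well format. Pre-incubated 12 h, dosed with 23 nL compound, incubated a further 24 h. Luciferase detection, 12 min at room temp, luminescence.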
* marks the source's active call; other numbers are inactive results; i = inactive; ? = inconclusive; nt = no result given; [ ] = another dose, or the depositor's remark. Unless noted, calls come from the whole dose curve; as a rule, active = well fitted curve in the direction sought with a large enough effect; inconclusive = small, poorly fitted or top-dose-only effect, or another doubt; inactive = no such curve, though single readings can be large; an effect the other way counts as inactive or inconclusive.

SMILES	KB-V1 cytotox	GLP1R inv ag	PTHR1 ag	aSyn yeast inh	DRD3 antagonist	GLP-1R agonist	D3 ag	TDP-43 yeast inh	HEK293 tox
Cc1cc(C)n(C2CC(=O)N(c3ccc(C)c(Cl)c3)C2=O)n1 (stereo not drawn)	2%	6%	i	10%	-6	1%	-8	3%	-3%
O=C(NC(=S)Nc1nc2c(s1)CSc1ccccc1-2)c1ccccc1	4%	-4%	-6%	-11%	12	-1%	4	23%	7%
COc1ccc(/C=N/NC(=O)c2c(-c3ccccc3)noc2C)cc1[N+](=O)[O-]	-19%	26%	-29%	10%	22	14%	1	13%	-4%
O=C1c2ccccc2-c2onc3c(NCCO)cc(NC4CCCCC4)c1c23	-10%	?	-24%	nt	nt	nt	-13	23%[9.22 µM]	?
CC(Oc1ccccc1)C(=O)Nc1ccccc1C(=O)OCc1cc(=O)n2nc(C3CC3)sc2n1 (stereo not drawn)	?	19%	-28%	nt	nt	nt	0	15%	13%
CCN(CC)C(=O)c1ccccc1NC(=O)c1cccc(S(=O)(=O)N2CCC(C)CC2)c1	6%	-18%	-27%	nt	nt	nt	5	14%	2%
CCCNC(=O)NC(=O)CSc1nncs1	0%	2%	-16%	-4%	-8	2%	-6	-22%	-6%
C=CCn1c(SCc2ccc(C(=O)OC)cc2)nnc1-c1sc(N)nc1C	3%	6%	-25%	1%	9	-1%	1	10%	-8%
CC1CCN(C(=O)CSc2nnc3c(n2)[nH]c2ccccc23)CC1	16µM*	-9%	-37%[inhibitor]	0%	-11	1%	15	5%	-26%
CCOc1cc(C(=O)NCc2ccccc2)ccc1OCC(=O)N1CCOCC1	-2%	9%	9%	1%	5	-4%	14	16%	3%
O=C(N/N=C/c1ccc(O)cc1)c1cc(C2CC2)[nH]n1	13%	?	-15%	0%	-4	7%	4	5%	-5%
CCOC(=O)c1sc(N)c(C(=O)OC)c1C	3%	52%[activator]	-17%	2%	4	1%	-3	?	15%
O=C(Nc1ccccc1)N1CCN(S(=O)(=O)c2ccccc2)CC1	-7%	4%	-13%	8%	-2	4%	6	9%	0%
CCOC(CNC(=O)Cn1nc(C)c2ccccc21)OCC	6%	0%	i	2%	-8	6%	4	0%	-12%
CC1=C/C(=N\NC(=O)c2cccs2)CC(C)(C)C1	-5%	-11%	-39%[inhibitor]	-1%	21	-3%	2	26%	4%
COc1ccc(C(=O)N/N=C/c2ccc(OC)c(COc3ccccc3)c2)cc1	?	?	i	1%	28	-5%	-3	10%	-2%
COc1cc(OC)cc(C(=O)N[C@H](C(=O)OCC(=O)c2ccc(F)cc2)C(C)C)c1	-21%	0%[0.307 µM]	i	2%	12	13%	-2	15%	0%[0.307 µM]
CCCCN(CC(=O)Nc1c(C)cccc1CC)C(=O)SCC	?	?	-8%[57.5 µM]	6%	11	-11%	3	17%	-5%
Cc1oc(-c2ccccc2)nc1CC(=O)O	26%	4%	i	5%	-14	-7%	4	-3%	-6%
COc1cc(C)ccc1OCC(=O)OCC(=O)c1[nH]c(C)c(C(C)=O)c1C	-12%	4%	-21%	0%	-3	-14%	1	8%	9%

Looked up above:
Value of COc1cc(C)ccc1OCC(=O)OCC(=O)c1[nH]c(C)c(C(C)=O)c1C in PTHR1 ag: -21%
Value of COc1ccc(C(=O)N/N=C/c2ccc(OC)c(COc3ccccc3)c2)cc1 in aSyn yeast inh: 1%

New compounds follow.
SMILES	KB-V1 cytotox	GLP1R inv ag	PTHR1 ag	aSyn yeast inh	DRD3 antagonist	GLP-1R agonist	D3 ag	TDP-43 yeast inh	HEK293 tox
CCn1c(SCC(=O)Nc2ccccc2C(=O)OC)nc2ccsc2c1=O	nt	14%	i	nt	nt	nt	12	13%	7%
CC(=O)Nc1nc(C)c(CCCOc2ccc([N+](=O)[O-])cc2)c(=O)[nH]1	-14%	3%	15%	0%	-5	-5%	2	14%	24%
COc1ccccc1CNC(=O)CCc1c(C)c2cc3c(C)coc3cc2oc1=O	0%	-1%	-16%	nt	nt	nt	-18	4%	11%
CCN(CC)C(=O)[C@H]1C[C@H](CC(=O)NCCN2CCOCC2)C(=O)N2CCc3c([nH]c4cc(CCC(=O)N(C)C)ccc34)[C@]12C	0%	7%	i	-5%	-7	-2%	-16	7%	2%
COc1ccc(CC(=O)OCC(=O)NC(=O)Nc2ccccc2F)cc1	1%	8%	i	1%	10	-18%	-2	26%	-7%
CCCCOc1ccc(C(=O)N2CCN(CCc3ccccn3)CC2)cc1	-23%	?	-9%	nt	nt	nt	-19	9%	2%
COCc1c(C(=O)N/N=C(\C)c2ccc(Cl)s2)nnn1-c1nonc1N	0%	8%	10%	1%	10	-5%	-14	-11%	-3%
CCOc1ccccc1Nc1nnc(-c2cc3cc(OC)ccc3oc2=O)s1	?	6%	-50%[inhibitor]	nt	nt	nt	20	1%[9.22 µM]	55%[activator]
CSc1ncccc1C(=O)N(C)CC(=O)Nc1ccc(Cl)cc1	-9%	-28%	1%	-1%	-4	-2%	2	-19%	-2%
O=C(COc1ccc(/C=N/NC(=O)C(=O)N2CCCCC2)cc1)Nc1ccccc1Cl	20%	17%	i	9%	-3	-12%	5	13%	7%
CCOC(=O)Cc1cc(=O)[nH]c(/N=C(\N)Nc2ccc(OC)cc2)n1	11%	-3%	-18%	-5%	-19	9%	-10	6%	-7%
O=C(Nc1ccc2[nH]c3c(c2c1)CCCC3)c1ccco1	-20%	?	-6%[57.5 µM]	-6%	?	18%	-10	-11%	74%[activator]
C=CCNC(=O)/C(C#N)=C\c1cc(Cl)c(OCC)c(OC)c1	0%	-27%	-5%	8%	1	2%	-4	-2%	1%
O=C(NP(=O)(N1CCCC1)N1CCCC1)C1=C(N2CCOCC2)/C(=C/c2cccc([N+](=O)[O-])c2)CC1	11%	37%[activator]	-7%	0%	6	14%	6	-7%	8%
COc1cc2c(=O)n(CCC(=O)NCC3CCCO3)c(=O)n(CC(=O)c3ccc(Cl)cc3)c2cc1OC (stereo not drawn)	11%	-15%	i	0%	139	11%	0	12%	3%
COc1cc(NC(=O)CSc2nnnn2-c2ccccc2)cc(OC)c1OC	25%	0%	i	3%	12	3%	5	8%	-1%
Cc1ccc(NC(=O)N2CCCC2C(=O)NCC2CCCO2)cc1 (stereo not drawn)	11%	3%	-15%	1%	6	-1%	-2	-6%	-6%
COc1ccc(CCNC(=O)c2ccc3c(c2)N(Cc2ccc(F)cc2)CCS3)c(OC)c1	-2%	?	-5%	1%	-18	-2%	-13	-8%	-3%
Cc1ccccc1NC(=S)N1CCC(NC(=O)c2ccco2)CC1	-13%	-5%	-16%	-4%	3	5%	6	8%	1%
Cc1ccc2cccc(NC(=S)NC(=O)c3ccnn3C)c2n1	?	?	i	5%	-13	9%	-2	?	?

A draw from above in order of heavy-atom count, ascending.
SMILES	KB-V1 cytotox	GLP1R inv ag	PTHR1 ag	aSyn yeast inh	DRD3 antagonist	GLP-1R agonist	D3 ag	TDP-43 yeast inh	HEK293 tox
CCCNC(=O)NC(=O)CSc1nncs1	0%	2%	-16%	-4%	-8	2%	-6	-22%	-6%
Cc1ccccc1NC(=S)N1CCC(NC(=O)c2ccco2)CC1	-13%	-5%	-16%	-4%	3	5%	6	8%	1%
CCOC(=O)Cc1cc(=O)[nH]c(/N=C(\N)Nc2ccc(OC)cc2)n1	11%	-3%	-18%	-5%	-19	9%	-10	6%	-7%
COc1cc(NC(=O)CSc2nnnn2-c2ccccc2)cc(OC)c1OC	25%	0%	i	3%	12	3%	5	8%	-1%
COc1ccccc1CNC(=O)CCc1c(C)c2cc3c(C)coc3cc2oc1=O	0%	-1%	-16%	nt	nt	nt	-18	4%	11%
CCN(CC)C(=O)c1ccccc1NC(=O)c1cccc(S(=O)(=O)N2CCC(C)CC2)c1	6%	-18%	-27%	nt	nt	nt	5	14%	2%

Later entries.
SMILES	KB-V1 cytotox	GLP1R inv ag	PTHR1 ag	aSyn yeast inh	DRD3 antagonist	GLP-1R agonist	D3 ag	TDP-43 yeast inh	HEK293 tox
Cc1ccc2nc(-c3ccccn3)cc(C(=O)Nc3ccc4c(c3)OCO4)c2c1	-12%	-7%	i	-4%	6	5%	-11	8%[9.22 µM]	17%
O=C(CSc1ccc2nnc(-c3cccnc3)n2n1)Nc1ccc(F)cc1F	?	28%	i	3%	19	-8%	1	4%	-6%
CCCCNCc1ccc(SC)cc1	-7%	0%	-16%[57.5 µM]	0%	?	0%	-21	-9%	2%
Cc1ccc(CSCC2Nc3ccc(C(=O)N4CCN(c5ccc(F)cc5)CC4)cc3NC2=O)cc1 (stereo not drawn)	?	7%	i	-3%	11	-2%	-7	16%	-6%
COc1nc(NC(C)(C)C)nc(Oc2ccc(=O)n(C)n2)n1	-16%	12%	i	-1%	15	-1%	1	8%	0%
COc1ccc(NC(=O)CSc2nnc3ccc(-c4ccncc4)nn23)cc1	?	18%	i	1%	0	11%	5	-38%	-4%
Cc1ccc(-n2ncc3c(N4CCN(CCO)CC4)ncnc32)cc1Cl	10%	-22%	-12%	nt	nt	nt	-3	-15%	1%

Only part of the results is shown (hit frequency here may not be typical).
